# Bioassay records (PubChem BioAssay)
# USP1 inh = inhibitors of human USP1/UAF1 deubiquitinase. actives 0.23% (n = 390,000). AID 743255. Potency, µM (titrated, usually from 57.1 µM), for the others: at the highest dose activity change, negative = inhibition, most hits filed as inhibitors. recombinant USP1/UAF1, Ub-Rhodamine cleavage fluorescence. O94782; further: nearly all actives have a fitted effect of over 60% in size; inactives centre near -12
# Target sequence (O94782 whole entry, looked up): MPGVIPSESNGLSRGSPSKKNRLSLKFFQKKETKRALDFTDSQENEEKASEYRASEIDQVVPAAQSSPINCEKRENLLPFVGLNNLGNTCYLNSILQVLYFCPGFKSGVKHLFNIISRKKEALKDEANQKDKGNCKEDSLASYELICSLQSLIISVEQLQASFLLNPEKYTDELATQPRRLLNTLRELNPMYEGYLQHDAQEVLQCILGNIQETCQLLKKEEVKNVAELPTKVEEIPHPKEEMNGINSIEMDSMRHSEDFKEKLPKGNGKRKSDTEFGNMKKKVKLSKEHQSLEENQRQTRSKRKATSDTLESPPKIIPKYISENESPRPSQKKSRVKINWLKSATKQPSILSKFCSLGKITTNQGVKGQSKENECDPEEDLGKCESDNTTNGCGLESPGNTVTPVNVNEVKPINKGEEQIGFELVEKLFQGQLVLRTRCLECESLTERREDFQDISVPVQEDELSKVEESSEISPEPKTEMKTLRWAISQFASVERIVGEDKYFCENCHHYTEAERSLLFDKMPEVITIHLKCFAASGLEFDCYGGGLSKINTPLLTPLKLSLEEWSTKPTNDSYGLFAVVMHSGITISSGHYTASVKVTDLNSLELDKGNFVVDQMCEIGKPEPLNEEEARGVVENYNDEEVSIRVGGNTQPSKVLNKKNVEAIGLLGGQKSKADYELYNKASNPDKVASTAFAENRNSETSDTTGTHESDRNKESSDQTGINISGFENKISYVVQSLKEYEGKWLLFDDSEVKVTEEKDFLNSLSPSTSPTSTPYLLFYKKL
#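 High-throughput fluorogenic screen: 1nM USP1/UAF1 complex, Ub-Rho substrate 150nM final, 50mM HEPES pH 7.8 with 0.5mM EDTA, 0.1 mg/ml BSA, 1mM TCEP and 0.01% Tween-20.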
# mIDH1 inhibitor = human IDH1 R132H inhibition; IDH1-R132H enzyme, NADPH consumption, diaphorase/resazurin fluorescence; actives 0.093% (n = 390,000); Potency, µM (highest dose often 76.6 µM), inactives show at the top dose activity change, negative = inhibition, usual class: inhibitors; AID 602179; O75874; further: nearly all actives have a fitted effect of over 65% in size
#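 IDH1-R132H (0.5 ug/mL dispensed) in pH 7.5 Tris buffer was preincubated 30 min with compound, then given a substrate mix of 0.016 mM NADPH and 2 mM alpha-KG for 80 min at room temperature; remaining NADPH was read by diaphorase/resazurin fluorescence.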
# * hit, by the source's call; ? = inconclusive. The call rests on the fitted dose curve; in most records, active means well fitted inhibition curve with a large enough effect; inconclusive means small, poorly fitted or top-dose-only effect; inactive means no such curve, though single readings can be large or run the other way. On the % scale 0 is the no-effect control and ±100 the full control effect; potency means the concentration at half of the fitted maximal effect. A portion of the library (hit frequency here may not be typical).
SMILES,USP1 inh,mIDH1 inhibitor
C[C@@H]1CN([C@H](C)CO)C(=O)CCCn2nncc2CO[C@H]1CN(C)S(=O)(=O)c1ccc(Oc2ccccc2)cc1,-8%,3%
Cc1ccc(S(=O)(=O)NCN2C(=O)c3ccccc3C2=O)cc1,-22%,9%
O=C1c2cccc3cccc(c23)C(=O)N1Cc1ccccn1,-15%,8%
COCC(=O)Nc1ccc2c(c1)[C@@H]1C[C@H](CC(=O)NCc3cccc(F)c3)O[C@@H](CO)[C@@H]1O2,-24%,-6%
Cc1cc(NC(=O)COC(=O)CCn2c(C)csc2=O)c([N+](=O)[O-])cc1C,-1%,-4%
O=C(C1CC=CCC1)N1CCCCCC1 (stereo not given),-18%,11%
O=C(CCNC(=O)c1ccc([N+](=O)[O-])cc1)Nc1cc(C(F)(F)F)ccc1N1CCOCC1,?,4%
CC(=Cc1cccs1)C(=O)c1ccccc1,-20%,0%
C[C@H]1CN([C@@H](C)CO)C(=O)CCCn2nncc2CO[C@@H]1CN(C)C(=O)Cc1ccccc1,-23%,11%
O=Cc1ccc2c(c1)OCCOCCOCCOCCO2,-20%,-1%
O=C(N/N=C/c1ccc(N2CCOCC2)s1)c1ccc(O)cc1,-24%,6%
CCOc1ccc(NC(=O)c2ccc3c(c2)S(=O)(=O)N=C2CCCCCN23)cc1,6%,1%
CCOc1ccc(NC(=O)COC(=O)c2c[nH]c3ccccc23)cc1,2%,5%
COCC1CCN(C(=O)c2cc(COc3ccc(F)cc3Cl)on2)C1 (stereo not given),-29%,-1%
O[C@@H]1C[C@H](c2ccc(Cl)cc2)N(Cc2cccs2)C[C@H]1n1cc(C2CC2)nn1,-9%,0%
CCCNCC(=O)Nc1sc2c(c1C(=O)Nc1c(C)n(C)n(-c3ccccc3)c1=O)CCCC2,1%,-3%
CC1C(=O)N(Cc2cn(CCC3OCCCO3)nn2)CCS(=O)(=O)N1Cc1ccc(-c2ccc(Cl)nc2)cc1 (stereo not given),-17%,9%
Cc1ccc(S(=O)(=O)CCC(=O)OCC(=O)Nc2cccc(S(=O)(=O)N3CCCCC3)c2)cc1,-15%,-4%
COC(=O)C[C@H]1C[C@@H]2c3cc(NS(=O)(=O)c4cccc(OC)c4)ccc3O[C@@H]2[C@@H](CO)O1,-15%,-7%
CN(C)Cc1ccccc1CNC(=O)c1cccc(S(=O)(=O)Nc2ccc3c(c2)OCO3)c1,2%,-3%
CC(=O)N1CCOc2ccc(S(=O)(=O)NC[C@H]3O[C@@H](n4ccc(N)nc4=O)[C@H](O)[C@@H]3O)cc21,4%,-7%
COCOCCn1cc(CN2CCS(=O)(=O)N(Cc3ccc(-c4cccc(CO)c4)cc3)C(CC(C)C)C2=O)nn1 (stereo not given),-15%,0%
Cc1cc(NC(=O)c2cc3cc([N+](=O)[O-])ccc3s2)no1,3%,-1%
Cc1onc(-c2ccccc2)c1C(=O)OCC(=O)c1ccc(F)cc1,-23%,-2%
CCOC(=O)CCCCCC(=O)Nc1ccc2c(c1)C(=O)N([C@@H](C)CO)C[C@H](C)[C@H](CN(C)C(=O)Nc1ccc(F)cc1)OCCCC[C@H](C)O2,-5%,-2%

# Compound profiles, from the list above. Screens in order: USP1 inh, mIDH1 inhibitor
# Profile of CCOC(=O)CCCCCC(=O)Nc1ccc2c(c1)C(=O)N([C@@H](C)CO)C[C@H](C)[C@H](CN(C)C(=O)Nc1ccc(F)cc1)OCCCC[C@H](C)O2 = -5%, -2%
# Profile of COCC(=O)Nc1ccc2c(c1)[C@@H]1C[C@H](CC(=O)NCc3cccc(F)c3)O[C@@H](CO)[C@@H]1O2 = -24%, -6%
# Profile of CC1C(=O)N(Cc2cn(CCC3OCCCO3)nn2)CCS(=O)(=O)N1Cc1ccc(-c2ccc(Cl)nc2)cc1 (stereo not given) = -17%, 9%
# Profile of O=C1c2cccc3cccc(c23)C(=O)N1Cc1ccccn1 = -15%, 8%

# (next part)
SMILES,USP1 inh,mIDH1 inhibitor
C#CCN(C[C@H]1[C@H](OC(=O)NCc2ccco2)[C@H](OC(=O)NCc2ccco2)C[C@@H](C(=O)OC)[C@H]1C(=O)OC)S(=O)(=O)c1ccc(C)cc1,-18%,16%
COc1ncnc2c1ncn2CCCNCCCN1CCCC1=O,-21%,-6%
COCC(=O)Nc1ccc2c(c1)[C@@H]1C[C@H](CC(=O)NCc3ccccc3)O[C@@H](CO)[C@@H]1O2,-17%,0%
C(=NN=Cc1c[nH]c2ccccc12)c1c[nH]c2ccccc12,-34%,-2%
O=C(OC1C2C=CC1C1C(=O)NC21)c1ccccc1 (stereo not given),-19%,1%
COc1ccc(N(CC(=O)NC2CC3CCC2C3)S(=O)(=O)c2ccc(C)cc2)cc1Cl (stereo not given),-22%,-8%
C[C@@H]1CN([C@@H](C)CO)C(=O)CCCn2cc(nn2)CO[C@H]1CN(C)S(=O)(=O)c1ccc2ccccc2c1,?,10%
O=C(CCc1ccc(O)cc1)NN=Cc1cc(Br)ccc1O,-12%,1%
CCOC(=O)c1ccc(NC(=O)c2nc[nH]c2C(=O)NC[C@@H](C)O)cc1,4%,8%
CC1C(=O)N(Cc2cn(CCC3OCCCO3)nn2)CCS(=O)(=O)N1Cc1ccc(-c2ccc(F)cc2)cc1 (stereo not given),?,-3%
CCCCN1C(=O)C(CC(=O)NC2CCCC2)CC(C(=O)N(C(C)C)C(C)C)=C1C (stereo not given),0%,8%
Cc1ccc(C(=O)OCC(=O)NCc2ccc(Cl)cc2)s1,-17%,0%
COc1ccc(Cl)cc1NC(=O)NNC(=O)C(=O)Nc1ccc(F)cc1,4%,-9%
C[C@@H]1CN([C@H](C)CO)C(=O)CCCn2cc(nn2)CO[C@H]1CN(C)C(=O)Nc1cccc2ccccc12,-29%,12%
NS(=O)(=O)c1ccc(CCNC(=O)COC(=O)Cc2ccc(Cl)cc2)cc1,-19%,11%
Cc1ccc(NC(=O)CN(C)C(=O)COc2ccc(Br)cc2)cc1,-11%,2%
O=C(NCc1ccc(F)cc1)c1cc(-c2ccccn2)nc2ccc(S(=O)(=O)N3CCOCC3)cc12,-18%,-3%
Cc1ccccc1S(=O)(=O)N(C)C[C@@H]1OCc2cnnn2CCCC(=O)N([C@@H](C)CO)C[C@H]1C,-15%,6%
C[C@@H]1CN([C@H](C)CO)C(=O)c2cc(Br)cnc2O[C@H]1CN(C)C(=O)Nc1ccccc1F,-8%,-6%
CN(C(=O)COC(=O)c1c[nH]c2ccccc12)c1ccccc1,-20%,9%
CCN1C(=O)[C@H]2[C@@H](c3ccc(OC)cc3)N[C@]3(CCCN(Cc4ccc(C(F)(F)F)cc4)C3=O)[C@H]2C1=O,-19%,1%
CN1CCN(S(=O)(=O)c2ccc(F)cc2)CC1,4%,4%
Cc1ccc(CN(C)C[C@@H]2OCc3cnnn3CCCC(=O)N([C@H](C)CO)C[C@H]2C)cc1,-3%,6%
CC(C)(C)c1cc(NC(=O)COC(=O)c2ccccc2O)n(-c2ccccc2)n1,-12%,0%
COc1ccccc1NC(=O)c1ccccc1SCC(=O)N1CCCC1,-21%,-7%
SMILES,USP1 inh,mIDH1 inhibitor
COc1cc(C(=O)N(C)C2CCCCC2)cc(OC)c1OC,-20%,14%
COc1cc2nc(CN3CCN(S(=O)(=O)c4ccccc4[N+](=O)[O-])CC3)[nH]c(=O)c2cc1OC,-22%,-5%
C[C@H](CO)N1C[C@H](C)[C@H](CN(C)C(=O)Nc2ccc(N3CCN(C)CC3)cc2)OCc2cnnn2CCCC1=O,-21%,7%
CN(c1ccccc1)S(=O)(=O)c1ccc(C(=O)N2CCN(c3ccccc3)CC2)cc1,-10%,-10%
Cc1ccc(S(=O)(=O)NN=C2CC(C)(C)OC2(C)C)cc1,-10%,-4%
COc1ccc([C@H]2N[C@]3(CCCN(Cc4ccc(C(F)(F)F)cc4)C3=O)[C@H]3C(=O)N(C)C(=O)[C@@H]23)cc1,-18%,-2%
COC(=O)C1CCN(S(=O)(=O)c2c[nH]c(=O)[nH]c2=O)CC1,1%,-3%
Cc1ccc(C(=O)N2CCC(N3CCC(C(=O)N4CCOCC4)CC3)CC2)cc1,-19%,0%
COc1cccc(/C=C/C(=O)OCC(=O)NC2CCCCCC2)c1,-1%,0%
COc1ccc(CN2CCNC(=O)C2CC(=O)N(C)C2CCOCC2)cc1OC (stereo not given),-20%,6%
CC(C)CC1C(=O)N(Cc2cn(CC3CCCCC3)nn2)CCS(=O)(=O)N1Cc1ccc(-c2ccc(Cl)cc2)cc1 (stereo not given),2%,3%
O=C(NCCS(=O)(=O)N1CCN(c2ccccc2)CC1)C12CC3CC(CC(C3)C1)C2,-28%,8%
Cc1cc(F)ccc1S(=O)(=O)N1CCCOC1CNC(=O)C(=O)NCCc1ccco1 (stereo not given),-16%,0%
CC1(CSc2ccccc2)CC(=O)N1 (stereo not given),-8%,17%
Cc1ccc(-c2nn3c(-c4ccccc4)nnc3o2)cc1,0%,2%
O=c1[nH]nc(-c2cc(-c3ccccc3)nc3ccccc23)o1,-23%,-1%
Cc1cccc(NC(=O)c2ncn3c2C(=O)NC[C@H]3C)c1,-13%,21%
O=C(c1ccco1)N1CCN(c2ncnc3scc(-c4ccc(Cl)cc4)c23)CC1,-25%,-20%
Cc1ccc(C(=O)OCC(=O)Nc2cccc(S(=O)(=O)N3CCCCC3)c2)s1,-20%,-2%
CCCc1cc(C(=O)Nc2cccc(-c3nn[nH]n3)c2)sc1C,-15%,3%
O=C(C1CCCCC1)N1C[C@H](n2cc(C3CC3)nn2)[C@@H](O)C[C@@H]1c1ccccc1,-22%,8%
COCCN(C(=O)CSc1nnc(-c2ccc(F)cc2)n1N)c1c(N)n(CC(C)C)c(=O)[nH]c1=O,-27%,-1%
Cc1ccc(C(=O)Nc2nc(-c3ccc4c(c3)OCCO4)cs2)o1,-15%,-2%
CC(Sc1ccc(S(=O)(=O)N2CCN(C)CC2)cn1)C(=O)NC1CCCC(C)C1C (stereo not given),-22%,4%
COc1ccccc1-c1ccc([C@@H]2C[C@H]3[C@H](CON3C)CN2C(=O)c2ccc(-c3ccccc3)cc2)cc1,-21%,-13%

# The last six records of the part before lead into the next.
SMILES,USP1 inh,mIDH1 inhibitor
CCCc1cc(C(=O)Nc2cccc(-c3nn[nH]n3)c2)sc1C,-15%,3%
O=C(C1CCCCC1)N1C[C@H](n2cc(C3CC3)nn2)[C@@H](O)C[C@@H]1c1ccccc1,-22%,8%
COCCN(C(=O)CSc1nnc(-c2ccc(F)cc2)n1N)c1c(N)n(CC(C)C)c(=O)[nH]c1=O,-27%,-1%
Cc1ccc(C(=O)Nc2nc(-c3ccc4c(c3)OCCO4)cs2)o1,-15%,-2%
CC(Sc1ccc(S(=O)(=O)N2CCN(C)CC2)cn1)C(=O)NC1CCCC(C)C1C (stereo not given),-22%,4%
COc1ccccc1-c1ccc([C@@H]2C[C@H]3[C@H](CON3C)CN2C(=O)c2ccc(-c3ccccc3)cc2)cc1,-21%,-13%
Cc1c(N2CCCCC2)[nH]c2ccccc12,-30%,-7%
Cc1ccc([C@H]2C[C@H](O)[C@@H](n3cc(-c4ccc(F)cc4)nn3)CN2Cc2cccs2)cc1,-17%,8%
C[C@H](CO)N1C[C@H](C)[C@@H](CN(C)Cc2ccccc2)OCc2cnnn2CCCC1=O,0%,0%
O=C(O)CN1C(=O)C=CC1=O,-28%,-3%
CCCc1c(C(=O)N/N=C(\C)c2ccccn2)nnn1-c1nonc1N,-15%,-7%
O=C(C[C@@H]1C[C@@H]2c3cc(NC(=O)C4CCC4)ccc3O[C@@H]2[C@@H](CO)O1)NCc1ccc(Cl)cc1,-21%,16%
CCN(CC)C(=O)C1=C(C)N(Cc2ccc(OC)cc2)C(=O)C(CC(=O)NCc2cccc3ccccc23)C1 (stereo not given),-9%,11%
COc1ccc(C(=O)N2CCN(c3nc4cc(C)cc(C)c4cc3C#N)CC2)cc1,9%,3%
CCN1C(c2ccc(F)cc2)=CS/C1=C(/C#N)c1nnc2n1-c1ccccc1SC2,-25%,-4%
COc1cc(C(=O)NCC(c2cccs2)N2CCOCC2)ccc1OCc1ccccc1 (stereo not given),0%,2%
Cc1cc(C)c2c(=O)n3c(nc2c1)C(C)NC(=O)c1cccnc1-3 (stereo not given),-26%,-5%
C1CCC(NC2=NCCO2)CC1,-3%,2%
O=C(OCc1cn([C@H]2CN(CC3CCCCC3)[C@@H](c3ccc(Cl)cc3)C[C@@H]2O)nn1)c1ccccc1,-16%,-19%
CCCCc1ccc(NC(=O)COC(=O)c2ccc3ncsc3c2)cc1,-18%,10%
COc1ccc([C@H]2N[C@]3(CCCN(CC4CCCCC4)C3=O)[C@H]3C(=O)N(Cc4ccccc4)C(=O)[C@@H]23)cc1,-8%,-2%
NS(=O)(=O)c1ccc(N2C(=O)CCCC2=O)cc1,-5%,4%
COc1ccc2c([N+](=O)[O-])c(N3CCOCC3)[nH]c2c1,9%,1%
CCOc1ccc(OCC(=O)N2CCN(S(=O)(=O)c3ccccc3)CC2)cc1,-18%,-1%
N#CC(C#N)c1ccnc2ccccc12,-21%,0%
Cc1cc(CNC[C@H]2O[C@@H](n3cnc4c(N)ncnc43)[C@H](O)[C@@H]2O)no1,-27%,5%
CC1=C2C3OC(=O)C(C)C3CCC2(C)C=C(Br)C1=O (stereo not given),-17%,-4%
COc1cc2c(NCCCCCO)ncnc2c(OC)c1OC,-19%,17%
Nc1ccc2c(c1)C(=O)CCC2,-18%,10%
Cc1ccc([C@H]2C[C@@H](n3cc(COC(=O)c4ccccc4)nn3)[C@H](O)CN2Cc2cccs2)cc1,-17%,2%
